Screening data (PubChem BioAssay)
USP2a inh – USP2a (human) protease inhibition; O75604; USP2 core, Ub-CHOP2 coupled fluorogenic reporter, 485/531; Potency, µM (doses to about 38.3 µM), for the others: top-dose activity change, negative = inhibition, hits mostly inhibitors; actives 0.01% (n = 330,000);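 also: potency is read from the fitted curve at half-maximal effect; plate controls were DMSO wells for no effect and full inhibition by NEM control for full effect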
Target sequence (O75604 whole entry, looked up): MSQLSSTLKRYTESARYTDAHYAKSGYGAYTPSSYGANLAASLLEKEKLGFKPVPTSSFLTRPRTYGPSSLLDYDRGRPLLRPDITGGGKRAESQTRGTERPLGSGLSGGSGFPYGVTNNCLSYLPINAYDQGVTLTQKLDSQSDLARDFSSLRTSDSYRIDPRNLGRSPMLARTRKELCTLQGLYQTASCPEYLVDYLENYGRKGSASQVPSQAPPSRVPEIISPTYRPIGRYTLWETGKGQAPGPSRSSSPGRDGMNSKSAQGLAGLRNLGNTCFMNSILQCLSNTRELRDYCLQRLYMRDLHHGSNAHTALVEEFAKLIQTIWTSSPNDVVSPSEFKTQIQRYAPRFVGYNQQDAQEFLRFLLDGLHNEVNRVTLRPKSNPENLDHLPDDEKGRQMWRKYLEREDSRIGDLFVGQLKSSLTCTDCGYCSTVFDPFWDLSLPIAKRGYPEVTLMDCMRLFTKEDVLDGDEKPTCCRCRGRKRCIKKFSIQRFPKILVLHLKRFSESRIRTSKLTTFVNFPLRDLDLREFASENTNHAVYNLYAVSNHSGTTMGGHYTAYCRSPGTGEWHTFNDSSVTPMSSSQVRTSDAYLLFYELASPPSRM
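Deubiquitinase activity read as fluorescence (485/531 nm) after Ub-CHOP2 cleavage activates the enterokinase reporter on its substrate; USP2 core 10nM, Ub-CHOP2 and substrate 25nM each, 30min compound preincubation then 60min RT; data normalized to NEM, curves fitted.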
Coupling enz – counter-screen for Giardia aldolase inhibitors: coupling enzyme system. actives 0.67% (n = 290,000). activity change, negative = inhibition, % at 58.2 µM, hits read low. coupling enzyme system counterscreen, AmpLite Red fluorescence. AID 2472; in the data active = activity change below about -30%
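Counterscreen of the coupled detection system alone, without aldolase: glyceraldehyde-3-phosphate coupling enzymes plus AmpLite Red readout. Compounds at 57.5 uM final, 10 min RT preincubation, 20 min RT reaction, fluorescence 525/598 nm.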
BCR signal inh – blocks chronic active B-cell receptor signaling; ABC-DLBCL IkBa-CBG/CBR reporter, luminescence ratio, 4 h; Potency, µM (highest dose often 46.1 µM), without a hit: top-dose ratio change, negative = lower green/red ratio, usual class: inhibitors; actives 0.05% (n = 340,000); active = well fitted inhibition curve with a large enough effect in the signal ratio, with a control signal flat, not every such curve was filed as active; inconclusive = small, poorly fitted or top-dose-only effect, or effect the other way, or a change in a side signal; the % refers to the signal ratio;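 also: potency is read from the fitted curve at half-maximal effect; plate controls were basal doxycycline-induced cells for no effect and cells given 10 µM MG132 for full effect; MG132 reads +100%, hits lower the ratio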
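Compounds up to 46 uM were incubated four hours with TMD8 cells whose green CBG68 luciferase is fused to IkappaBalpha; red CBR luminescence normalised the signal, and concentration-effect curves were fitted to fusion, red and ratio data.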
uPA generation – blocks generation of uPA at the cell surface; cell surface uPA generation assay, qHTS; Potency, µM (doses to about 38.3 µM), for inactives: at the highest dose activity change, negative = inhibition, usual class: inhibitors; actives 0.31% (n = 330,000); AID 540303; active = well fitted inhibition curve with a large enough effect; inconclusive = small, poorly fitted or top-dose-only effect; inactive = no such curve, though single readings can be large or run the other way; tested in mouse RAW 264.7 cells; also: potency is read from the fitted curve at half-maximal effect; nearly all actives have a fitted effect of over 55% in size
B2AR arrestin – agonists driving beta-arrestin recruitment to human beta2-adrenergic receptor; P07550; beta-arrestin recruitment to beta2AR, cell-based reporter; Potency, µM (highest dose often 46.1 µM), without a hit: top-dose activation, actives largely listed as activators; actives 0.02% (n = 330,000);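 also: potency is read from the fitted curve at half-maximal effect; 0% = DMSO controls and full agonism = EC100 isoproterenol or metaproterenol; nearly all actives have a fitted effect of over 65% in size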
Target sequence (P07550 whole entry, looked up): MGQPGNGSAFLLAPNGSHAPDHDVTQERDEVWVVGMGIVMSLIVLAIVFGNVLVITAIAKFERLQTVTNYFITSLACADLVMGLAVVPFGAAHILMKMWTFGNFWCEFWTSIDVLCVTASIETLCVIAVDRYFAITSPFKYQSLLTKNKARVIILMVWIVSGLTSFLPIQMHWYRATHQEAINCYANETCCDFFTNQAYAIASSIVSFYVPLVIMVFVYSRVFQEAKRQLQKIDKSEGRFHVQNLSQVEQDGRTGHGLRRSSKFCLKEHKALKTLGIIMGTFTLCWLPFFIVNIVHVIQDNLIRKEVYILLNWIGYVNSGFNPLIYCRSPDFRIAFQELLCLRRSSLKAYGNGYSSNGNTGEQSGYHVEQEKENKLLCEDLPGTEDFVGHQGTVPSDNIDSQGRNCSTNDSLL
Eya2 inh – inhibitors of human Eya2 phosphatase activity; O00167; recombinant Eya2, OMFP fluorescence dephosphorylation (OMFP is methylfluorescein phosphate); Potency, µM (top dose mostly 76.9 µM), without a hit: top-dose activity, negative = inhibition, most hits filed as inhibitors; actives 0.006% (n = 330,000); AID 488837; also: potency is read from the fitted curve at half-maximal effect
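Eya2 (0.2 uM) preincubated 10 min at ambient with compound, then OMFP substrate added at 50 uM; 10 min reaction in 50 mM HEPES pH 7.5, 50 mM NaCl, 5 uM MgCl2, 0.05% BSA, 1 mM DTT. Fluorescence read at Ex 485/Em 525 nm.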
hERG WT inh – KCNH2 (human, wildtype) channel inhibition | Q12809 | activity change, % at 1.84 µM | actives 0.37% (n = 340,000) | AID 720551 | U2OS, BacMam KCNH2, thallium flux FluxOr; active compounds read low;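 active = maximum activity change below -70%; inconclusive = maximum activity change between -70% and -50%; inactive = maximum activity change above -50%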
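U2OS cells were transduced with wild-type KCNH2 virus (2.03 x 10^8 / mL) for 4 h at room temperature, then cultured overnight at 37 C. Thallium flux was read with FluxOr dye. Rate constants were normalized to DMSO controls.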
KCNH2 3.1 block – inhibitors of human KCNH2 3.1 potassium channel isoform; U2OS KCNH2 3.1, thallium flux FluxOr; active compounds read low; activity change, % (tested at about 1.8 µM); actives 0.95% (n = 340,000);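 active = maximum activity change below -70%; inconclusive = maximum activity change from -70% to -50%; inactive = maximum activity change above -50%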;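 also: thallium influx rate constant from kinetic fluorescence after stimulation buffer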
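Normalized rate constant (relative to positive and negative DMSO controls) derived from a 2 min kinetic fluorescence read after stimulation; U2OS cells expressing the 3.1 isoform via virus at 1.77 x 10^8 /mL.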
PKM2 activator – increases activity of human pyruvate kinase M2; purified PKM2, Kinase-Glo ATP luminescence, activation; response scale: 0% is enzyme alone, no compound; actives 0.34% (n = 260,000); AID 1631; P14618; Potency, µM (doses to about 57.5 µM), without a hit: at the highest dose activation, hits mostly activators; also: potency is read from the fitted curve at half-maximal effect; nearly all actives have a fitted effect of over 55% in size
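ATP formation by purified human PK-M2, quantified via coupled luciferase luminescence after 1 h at room temperature with 0.1 mM ADP and 0.5 mM PEP final.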
Giardia kill – kills Giardia lamblia | Giardia lamblia trophozoite viability | activity change, % at 7.66 µM, hits read low | actives 0.15% (n = 340,000) | AID 540267; in the data active = activity change below about -80%; inconclusive = between about -30% and that limit;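 also: parasites exposed to compound for two days anaerobically before the ATP read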
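Each well holds 100 Giardia trophozoites and compound. After two days (48 hrs) at 37 deg C in anaerobic conditions, ATP is quantified by luminescence.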
GALK inhibitor – inhibitors of human galactokinase; P51570; Purified GALK, Kinase-Glo residual ATP luminescence; Potency, µM (series often up to 57.5 µM), without a hit: top-dose activity change, negative = inhibition, usual class: inhibitors; actives 0.007% (n = 270,000); also: potency is read from the fitted curve at half-maximal effect
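GALK at 5 nM final was combined with compound, 35 uM ATP and 100 uM galactose in HEPES pH8.0 with MgCl2 and DTT. The reaction ran one hour at room temperature before luminescent ATP detection.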
* = called active by the depositor; i = inactive; ? = inconclusive; . = not tested or not shown; & = joins results of further samples; [ ] = another dose, or the depositor's remark. Unless noted, calls follow the shape of the dose curve; as a rule, active = well fitted curve in the direction sought with a large enough effect; inconclusive = small, poorly fitted or top-dose-only effect, or another doubt; inactive = no such curve, though single readings can be large; an effect the other way counts as inactive or inconclusive. Unless noted, % is scaled to controls: 0 for no effect and ±100 for the full control effect. No enrichment for hits; about 2.4% have a hit in one of these screens.

SMILES	USP2a inh	Coupling enz	BCR signal inh	uPA generation	B2AR arrestin	Eya2 inh	hERG WT inh	KCNH2 3.1 block	PKM2 activator	Giardia kill	GALK inhibitor
COC(=O)CSc1nc2c(c(=O)[nH]c(=O)n2C)n1CCC(C)C	4%	0	-7%	-4%	0.0%	2%	0	-10	4%	7	0%
CSc1ccc(Cl)c(C(=O)N2CCOc3ccccc32)c1	2%	-4	-8%	-18%	-3.2%	-3%	-9	-3	2%[11.5 µM]	-24	-7%
CCn1ncc(S(=O)(=O)NCc2ccco2)c1C	2%	.	1%	7%	0.0%	-7%	0	-17	-25%	-10	8%
COc1cc(CC(C#N)(CO)c2nc3ccccc3[nH]2)ccc1OC(F)F (configuration not stated)	2%	-1	-1%	6%	-0.5%	2%	-6	7	-1%	-19	2%
CCOc1ccc(-c2nnc(N)o2)cc1	1%	3	5%	-1%	-0.3%	9%	13	1	0%	-18	4%
CCOc1ccc(S(=O)(=O)N2CCN(C(=O)c3ccc(-n4cncn4)c([N+](=O)[O-])c3)CC2)cc1	1%	.	1%	-4%	-0.8%	-9%	11	-17	.	-3	.
Cc1ccc(C)c2c1c1ccccc1n2C	2%	-1	1%	4%	0.3%	10%	-5	4	-4%	22	1%
O=C(COC(=O)C12CC3CC(CC(O)(C3)C1)C2)Nc1ccc(OC(F)F)cc1	1%	.	0%	-7%	-0.3%	29%	16	-19	.	1	.
CCN1CCN(C(=O)c2cc3c(=O)n(C)c4ccccc4c3n2C)CC1	1%	-8	11%	-8%	-0.2%	4%	-8	-1	4%	2	-2%
CC(OC(=O)/C=C/c1ccccc1)C(=O)Nc1ccc2c(c1)OCCO2 (configuration not stated)	0%	.	0%	11%	-0.3%	-2%	2	7	.	-1	.
CC(=O)Nc1ccc(S(=O)(=O)N(C)CC(=O)Nc2ccc(Br)cc2F)cc1	0%	.	-12%	-4%	0.1%	-1%	15	-8	.	15	.
COc1ccc(NC(=O)c2cn(CCC#N)nc2-c2cccs2)cc1	4%	2	-7%	1%	-0.3%	-4%	-2	8	-7%	-23	0%
CC1=NN(C(=O)CCc2ccccc2O)C(O)(C(F)(F)F)C1 (configuration not stated)	2%	0	-4%	-1%	-0.5%	-1%	8	12	5%	4	1%
N#Cc1cn(CC(=O)NCCc2c[nH]c3ccccc23)c2ccccc12	0%	-4	-17%	2%	0.0%	1%	-4	0	-6%	-21	1%
N#Cc1ccc(C23CC4(C2)[C@H](CN(Cc2ccc(-c5ccccc5)cc2)[C@@H]4c2ccccc2)C3c2ccc(Cl)nc2)cc1 (some centres not stated)	-3%	-1&7	-2%	-12%	0.2%	7%	-2	-4	-10%&-4%	5	-1%
O=C(CNC(=O)c1cccs1)NCC(=O)OCc1ccc(Cl)cc1	2%	2	?	7%	-1.0%	-6%	8	-8	0%	-1	3%
Cc1ccc(NC(=O)COC(=O)COc2ccc(Cl)cc2)c([N+](=O)[O-])c1	2%	1	0%	-1%	-5.3%	2%	-5	10	0%	-4	0%
CCN(CC)S(=O)(=O)c1ccc(OC)c(NC(=O)c2ccc(-n3cncn3)c([N+](=O)[O-])c2)c1	-10%	.	?	2%	-0.1%	5%	1	-16	.	-3	.
CCCCc1c(C)nn(-c2nnc3c4ccccc4n(C)c3n2)c1C	-1%	3	-2%	-4%	0.2%	3%	-14	-32	1%	-2	-1%
CCC1(CC)C(=O)NC(=O)NC1=Nc1ccccc1	2%	0	0%	3%	-0.5%	8%	-2	.	-22%	-29	3%
Clc1ccc(CN2C3=NCCCN3c3ccccc32)cc1Cl	0%	1	?	-9%	0.3%	-13%	-85*	-104*	-2%	-8	-2%
CCN(CC)S(=O)(=O)c1ccc(S(=O)(=O)N(CC(=O)Nc2ccccc2)Cc2ccco2)cc1	-5%	0	?	.	-0.8%	-5%	-1	1	?	4	1%
CCN(CC)S(=O)(=O)c1ccc(OC)c(NC(=O)/C=C/c2ccco2)c1	-1%	0	0%	3%	0.0%	-9%	-12	12	4%	19	0%
CCC(CC)NC(=O)CCCSc1nc2ccccc2[nH]1	4%	-1	1%	-2%	-0.1%	8%	-2	-10	-4%	-3	0%
CC(NC(=O)COC(=O)c1ccc2c(c1)S(=O)(=O)N=C1CCCCCN12)C12CC3CC(CC(C3)C1)C2 (configuration not stated)	5%	1	7%	6%	0.1%	2%	41	-5	0%	9	-1%
Cc1nn(C)c(Oc2cccc(C(F)(F)F)c2)c1C#N	2%	-1	?	6%	0.0%	3%	4	.	-1%	16	0%
N#Cc1c2ccccc2nc2ccccc12	0%	2	14%	-7%	-0.2%	-2%	-7	-36	-2%	-7	.
O=C(Nc1c2c(nn1-c1ccc(F)cc1)CS(=O)C2)c1ccco1 (configuration not stated)	3%	.	4%	0%	0.3%	-5%	0	0	-1%	11	3%
CC(CC(=O)O)CC(=O)Nc1cc(C(F)(F)F)cc(C(F)(F)F)c1 (configuration not stated)	4%	5	?	4%	-0.6%	-4%	-7	12	-7%	-17	.
O=C(O)c1ccc(CSc2nnc(Cc3ccccc3)o2)cc1	4%	9	-3%	.	0.2%	11%	-36	15	-1%	-7	-5%
Cc1nc(-c2ccccc2)cn2c1nc1ccccc12	0%	-12	?	-4%	-1.8%	-4%	i	5	0%	8	-2%
CN(C)S(=O)(=O)c1ccc(C(=O)Oc2cc(=O)[nH]c3ccccc23)cc1	-1%	2	1%	3%	0.0%	-1%	28	4	-2%	-3	5%
O=C(O)c1ccccc1/C=N/Nc1nc(N2CCCCC2)nc(N2CCCCC2)n1	3%	2	3%	.	0.5%	6%	.	.	1%	.	0%
C=CCC[C@@H](Cc1ccc(F)cc1)C(=O)OC[C@@H]1CCCN1C(=O)[C@@H](CC=C)CC(=O)N[C@@H](CO)Cc1ccccc1	-9%	.	?	?	0.4%	-14%	3	-16	.	15	.
CN(CCc1ccccn1)C(=O)CCC1CCCN(C(=O)c2cccc(N(C)C)c2)C1 (configuration not stated)	4%	0	0%	1%	0.1%	-5%	0	8	7%	-16	2%
COc1ccc(-c2cc(C(=O)Nc3c(C)nn(Cc4ccccc4Cl)c3C)no2)cc1	0%	3	?	.	0.1%	-17%	-22	-10	0%	11	2%
COc1ccccc1N1CCN(C2CCCN(C(=O)c3ccnc4ccc(C)cc34)C2)CC1 (configuration not stated)	2%	2	4%	-6%	-0.9%	8%	0	6	2%	8	3%
CCc1c(O)nc(SCc2ccccc2)n(C(C)CC)c1=O (configuration not stated)	0%	2	?	.	0.3%	7%	24	-4	2%	10	-1%
Cc1cc(C)n2cc(CSc3nncn3C)nc2n1	2%	1	1%	-3%	0.1%	5%	-8	13	2%	-3	11%
O=C1/C(=N\S(=O)(=O)c2cccs2)C([n+]2ccc(CCCc3ccccc3)cc2)=C([O-])c2ccccc21	-4%	-35*	?	-5%	-0.5%	-12%	16	-3	-1%	-4	2%

Part of the list above, limited to Coupling enz, PKM2 activator and uPA generation.
molecule	Coupling enz	PKM2 activator	uPA generation
N#Cc1ccc(C23CC4(C2)[C@H](CN(Cc2ccc(-c5ccccc5)cc2)[C@@H]4c2ccccc2)C3c2ccc(Cl)nc2)cc1 (some centres not stated)	-1&7	-10%&-4%	-12%
O=C(CNC(=O)c1cccs1)NCC(=O)OCc1ccc(Cl)cc1	2	0%	7%

The listing continues.
SMILES	USP2a inh	Coupling enz	BCR signal inh	uPA generation	B2AR arrestin	Eya2 inh	hERG WT inh	KCNH2 3.1 block	PKM2 activator	Giardia kill	GALK inhibitor
COc1ccc(/C=N/Nc2cc(OC)ncn2)cc1	2%	-2	?	-6%	-1.0%	-9%	0	-12	-16%	-18	3%
CCN(CC)C(NC(=O)c1ccccc1)C(=O)c1ccccc1 (configuration not stated)	2%	2	-2%	1%	0.5%	-4%	0	-16	15%	22	2%
CNC(=S)N1C2CCCC1CC(NC(=O)c1ccc(F)cc1)C2 (configuration not stated)	1%	1	-1%	32%[activator]	-0.7%	6%	0	17	-6%[11.5 µM]	1	7%
COc1ccc(CCN2CC(C(=O)N(C)Cc3ccc4nsnc4c3)CCC2=O)cc1 (configuration not stated)	0%	0	-1%	-1%	-0.8%	10%	-1	-1	1%	-9	-2%
COc1ccc(NC(=O)N(C)C[C@H]2Oc3ccc(NC(=O)Nc4c(C)noc4C)cc3C(=O)N([C@H](C)CO)C[C@@H]2C)cc1	2%	.	-1%	15%	1.0%	1%	-18	.	.	9	.
COc1cc(C(=O)NC(C)c2ccc(-n3ccnc3)cc2)cc(OC)c1C (configuration not stated)	3%	-3	1%	3%	-0.9%	8%	28	-7	-12%	-13	-1%
CC1CCN(S(=O)(=O)c2ccc(S(=O)(=O)NCC3COCCO3)cc2)CC1 (configuration not stated)	0%	1	2%	.	-0.5%	2%	9	.	-5%	4	2%
COc1ccc(S(=O)CC(=O)Nc2ccc(Cl)cc2Cl)cc1 (configuration not stated)	1%	9	-1%	-1%	0.3%	0%	3	12	2%	10	4%
CCS(=O)(=O)c1ccc2oc(SCC(=O)NCCc3ccccc3)nc2c1	1%	1	-5%	-5%	0.1%	8%	-4	8	3%	3	1%
